FXIa inh 1536 = blocks human coagulation factor XIa protease activity; P03951; purified FXIa, Boc-Glu-Ala-Arg-AMC fluorogenic substrate; inhibition, % at 5 µM; 0.14% of 220,000 active;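 active = inhibition of at least 40%; inactive = inhibition below 40%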;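 also: fluorescence of freed AMC excited at 355 nm; 0% = enzyme without compound and 100% = no enzyme blank; many of its hits are not listed in these tables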
14-3-3 Bad PPI = disrupts binding of bovine 14-3-3 zeta to phospho-Bad peptide | P63103 | TR-FRET 14-3-3zeta/Dy647-pBad peptide displacement, 1 h | inhibition, % at 21.7 µM | 0.71% of 220,000 active | AID 781;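 active = inhibition above about 70%, limit read from the data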;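 also: 0% = full 14-3-3 plus peptide FRET controls and 100% = background without 14-3-3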
Runt-SMMHC FRET = inhibitors of human RUNX1 Runt domain binding to CBFb-SMMHC; AID 1434; inhibition, % at 20 µM; Q01196+Q13951; 0.74% of 220,000 active; Cerulean-Runt/Venus-CBFb-SMMHC FRET ratio 530/480, 1 h;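 active = mean inhibition across duplicate retests at 20 µM reaching about 50%, limit read from the data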;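 also: 0% = DMSO wells and 100% = wells with excess untagged CBFb-SMMHC; inhibitors lower the FRET ratio by blocking Runt binding to CBFb-SMMHC; some results filed as inactive read as strong as hits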
KLK5 inh = kallikrein 5 (human) inhibition; Q9Y337; recombinant hK5, fluorogenic AMC substrate cleavage; inhibition, % at 5 µM; 0.59% of 210,000 active; AID 873;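 active = inhibition of 40% or more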;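 also: 0% = enzyme controls without compound and 100% = no-enzyme blanks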
Target sequence (Q9Y337 67-293 limits assumed): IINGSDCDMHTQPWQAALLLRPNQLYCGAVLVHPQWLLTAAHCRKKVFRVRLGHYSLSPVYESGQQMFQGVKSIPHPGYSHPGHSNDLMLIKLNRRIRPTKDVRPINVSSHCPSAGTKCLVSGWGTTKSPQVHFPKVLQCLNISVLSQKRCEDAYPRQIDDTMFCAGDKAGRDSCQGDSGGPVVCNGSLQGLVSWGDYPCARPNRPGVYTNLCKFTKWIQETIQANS
Wee1 stabilizer = inhibitors of human Wee1 degradation | P30291 | HeLa Luc-Wee1K328M stability, luciferase luminescence; 100% = proteasome inhibitor MG132 effect | reporter increase, % at 5 µM | 1.2% of 220,000 active;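 active = activation above the mean of all tested compounds plus 3 SD, set per screening run, cut at about 8.8% in these data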;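 also: cells exposed to compound for 20 h before luminescence read; 0% = DMSO alone and 100% = MG132 at 30 µM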
Target sequence (P30291 whole entry K328M): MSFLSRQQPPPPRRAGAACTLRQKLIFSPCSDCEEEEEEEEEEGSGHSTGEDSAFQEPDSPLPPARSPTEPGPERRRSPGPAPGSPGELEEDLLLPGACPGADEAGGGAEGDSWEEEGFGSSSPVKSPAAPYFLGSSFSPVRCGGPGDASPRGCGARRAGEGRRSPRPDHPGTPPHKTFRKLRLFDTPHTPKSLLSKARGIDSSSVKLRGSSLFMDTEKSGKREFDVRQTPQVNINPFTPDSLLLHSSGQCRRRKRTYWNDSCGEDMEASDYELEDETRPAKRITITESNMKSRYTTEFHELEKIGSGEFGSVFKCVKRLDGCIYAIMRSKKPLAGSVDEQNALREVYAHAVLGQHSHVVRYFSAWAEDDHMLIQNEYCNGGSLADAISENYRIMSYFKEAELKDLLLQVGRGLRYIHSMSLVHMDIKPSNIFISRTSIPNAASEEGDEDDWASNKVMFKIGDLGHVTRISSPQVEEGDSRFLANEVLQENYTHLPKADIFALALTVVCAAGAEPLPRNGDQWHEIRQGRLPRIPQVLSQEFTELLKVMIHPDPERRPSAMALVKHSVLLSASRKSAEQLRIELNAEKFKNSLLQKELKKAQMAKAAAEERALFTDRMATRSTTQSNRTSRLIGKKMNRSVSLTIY
Runt-CBFb FRET = inhibitors of human RUNX1 Runt domain binding to CBFb | Q01196+Q13951 | Cerulean-Runt/Venus-CBFb FRET ratio 530/480, 1 h | inhibition, % at 20 µM | 0.46% of 220,000 active | AID 1496;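 active = inhibition over about 50% at 20 µM in the single-dose screen, limit read from the data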;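 also: 0% = DMSO wells and 100% = excess unlabeled CBFb competitor control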
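Measured by: fluorescence energy transfer, 422 nm excitation, 530/480 nm emission; Assay system: Cerulean-Runt domain; Medium: Tris pH 7.5 buffer with BSA; Measure: loss of energy transfer signal; Controls: 5 µM unlabeled CBFb as full-inhibition high control; Incubation: protein complex preformed 1 h, compound exposure 1 h, room temperature, dark.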
FXIIa inh 1536 = factor XIIa (human) inhibition; P00748; purified FXIIa, Boc-QGR-AMC fluorogenic substrate, 2 h; inhibition, % at 5 µM; 0.3% of 220,000 active; AID 800; in the data active = inhibition above about 40%;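 also: 0% = enzyme with no compound and 100% = blank without enzyme; many of its hits are not listed in these tables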
thrombin 1536 = thrombin (human) inhibition. AID 1046. inhibition, % at 5 µM. 0.26% of 220,000 active. alpha-thrombin, Boc-VPR-AMC fluorogenic substrate cleavage. P00734;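 active = inhibition at or above 40%; inactive = inhibition below 40%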;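 also: 0% = enzyme with no compound and 100% = wells without enzyme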
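Test system: human alpha-thrombin; medium: pH 7.5 Tris-saline with Tween 20; times: reaction at room temperature; signal: AMC fluorescence at 355 nm excitation and 460 nm emission; also added: Boc-VPR-AMC substrate, 15 µM final; dosing: one concentration per compound, 5 µM, with 0.2% DMSO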
Hck-Nef inh = blocks Nef-activated human Hck kinase. P08631. Recombinant Hck-YEEI plus Nef, Z-Lyte FRET kinase assay. inhibition, % at 20 µM. 0.68% of 220,000 active. AID 463187;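 active = Hck-Nef kinase inhibition above about 50%, limit read from the data; inactive = inhibition below that limit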;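 also: 0% = DMSO with Hck plus Nef and 100% = Hck alone without Nef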
Active calls of the source: *; · = not tested or not shown; [ ] = another dose, or the depositor's remark.

The opening two records, to show the layout:
SMILES	FXIa inh 1536	14-3-3 Bad PPI	Runt-SMMHC FRET	KLK5 inh	Wee1 stabilizer	Runt-CBFb FRET	FXIIa inh 1536	thrombin 1536	Hck-Nef inh
CC1CCN(c2nc(-c3cccnc3)nc3scc(-c4ccccc4)c23)CC1	7	-10	-2	-28	-1	-1	7	-3	3
COc1ccc(CNC(=O)C(CCSC)NC(=O)c2ccco2)cc1 (centres undefined)	-4	-4[fluorescence artefact?]	-4	-8	2	1	1	-2	3

The list itself (from the top)
SMILES	FXIa inh 1536	14-3-3 Bad PPI	Runt-SMMHC FRET	KLK5 inh	Wee1 stabilizer	Runt-CBFb FRET	FXIIa inh 1536	thrombin 1536	Hck-Nef inh
CC1CCN(c2nc(-c3cccnc3)nc3scc(-c4ccccc4)c23)CC1	7	-10	-2	-28	-1	-1	7	-3	3
COc1ccc(CNC(=O)C(CCSC)NC(=O)c2ccco2)cc1 (centres undefined)	-4	-4[fluorescence artefact?]	-4	-8	2	1	1	-2	3
O=C(NCc1ccc2c(c1)OCO2)C(=O)NC1CCCCC1	-8	1	1	-6	-1	-1	0	-4	-2
Cc1ccc(S(=O)(=O)Nn2cnnc2)cc1	8	-2	-5	7	2	1	12	3	-2
O=C(CCCCC(=O)NCc1cccs1)NCc1cccs1	3	4[fluorescence artefact?]	5	0	0	0	14	4	-1
COc1cc(NC(=O)c2ccc(Cl)cc2Cl)ccc1-c1cc2ccccc2oc1=O	-7	13	-10	-13	2	-26	-4	-6	29
N#C/C(=C\c1ccc(-c2ccccc2Cl)o1)C(=O)Nc1nc2ccccc2s1	9	36[fluorescence artefact?]	-102	-5	5	-27	9	-2	30
COc1ccccc1Nc1ncc(C(=O)N2CCC(C(N)=O)CC2)c2ccccc12	5	1	8	1	-2	2	15	5	1
Cc1ccc(S(=O)(=O)Nc2nc3ccccc3nc2NCC2CCCO2)cc1 (centres undefined)	0	0	5	1	0	1	5	-8	21
CC1CN(C2CCN(C(=O)c3cccc(Cl)c3)CC2)CC(C)O1 (centres undefined)	-1	45[fluorescence artefact?]	-1	-14	1	1	-1	-5	-1
CCOC(=O)c1c(NC(=O)c2ccc(N3C(=O)C4C5C=CC(C5)C4C3=O)cc2)sc2c1CCCC2 (centres undefined)	9	-1[fluorescence artefact?]	-7	-26	6	-8	10	0	-1
COc1ccc2nc(N3CCOCC3)cc(C)c2c1	-5	10	-5	-63	0	2	7	-2	6
CC(=O)Nc1ccc(C(=S)NCc2ccco2)cc1	-9	-7	3	-14	4	40	6	-7	17
CCC(=O)c1c(NCCc2ccccc2)cc(C)oc1=O	-1	-9	-1	1	0	1	4	-5	20
COc1cc(N=c2c([N+](=O)[O-])nn(-c3ccc4c(c3)OCCO4)n2O)cc(OC)c1	0	7	-1	-12	3	0	7	-5	-1
COc1ccc2oc(=O)c(C(=O)Nc3ccccc3O)cc2c1	2	6	-8	2	6	1	9	-1	16
COc1ccc(/C=C/C(=O)Nc2ccccc2Cl)cc1S(=O)(=O)N1CCOCC1	2	-3	-2	2	-2	-3	7	4	30
OCC1(Cc2cccc(C(F)(F)F)c2)CCN(Cc2cc(F)cc(F)c2)CC1	-1	-1	0	·	1	0	4	-2	-9
Cc1ccc(C(c2sc3nc(C)nn3c2O)N2CCN(c3ccccc3F)CC2)cc1 (centres undefined)	9	-1	1	-6	0	-1	18	2	1
O=C(Cn1cnc2ccccc2c1=O)NCC1COc2ccccc2O1 (centres undefined)	5	-10	-2	-2	-1	1	14	5	0
CCc1cc2c(=O)c(-c3ccc4c(c3)OCCO4)coc2cc1OS(C)(=O)=O	7	-6	4	-3	1	2	6	-3	2
Cc1cccc(C)c1Nc1nnc(SCC(=O)Nc2cc(S(=O)(=O)N3CCCCC3)ccc2Cl)s1	4	-22	0	-22	-1	0	14	-1	6
CN1/C(=C\C(=O)Nc2ccc(F)cc2)C(C)(C)c2ccccc21	6	3	-6	-5	4	-2	11	-4	0
COC(=O)c1c(NC(=O)/C=C/C(=O)O)sc(Cc2ccccc2)c1C	0	4[fluorescence artefact?]	-3	-18	1	-2	2	-10	4
C=CCNCCCCOc1ccc(C)cc1[N+](=O)[O-]	3	23	4	3	-2	0	-4	-1	1
COC(=O)C1=C(C)N(Cc2ccc(C)cc2)C(=O)/C1=C\c1cc(OC)c(OC)c(OC)c1	-4	-12	-13	-22	1	-10	4	-9	0
CC(C)(C)Sc1ccc2nc3c(n2c1)CCCC3	-6	46	-1	-9	-2	-3	-1	-4	-7
O=C1NC(Cc2c[nH]c3ccccc23)C(=O)N1CCOc1ccc(F)cc1 (centres undefined)	-9	-8	-3	-8	-2	-1	1	-6	0
O=C(Cc1ccc(Cl)cc1)NNC(=S)NC(=O)c1cccs1	-4	-5	2	-25	-2	10	4	-4	6
O=C(Nc1ccccc1)c1ccc(=O)n(Cc2cccc(Cl)c2)c1	-5	0	0	-11	1	-1	-3	-4	-14
C=CCn1c(N)cc(=O)nc1SCC(=O)Nc1ccc2ccccc2c1	3	-3	-4	-6	-1	-1	12	2	-6
COc1ccc(-c2c3c(=O)n(C)c(=O)n(C)c3cn2-c2ccc(O)cc2)cc1	3	-5	-5	0	-1	10	3	-2	-15
COc1ccc(-n2c(Cc3cccn3C)nnc2SCC(N)=O)cc1	-6	-7	-2	3	1	4	8	-3	21
COc1ccc(OC)c(N(CC(=O)N2CCc3ccccc3C2)S(C)(=O)=O)c1	-10	-12	1	-6	1	-1	-7	3	0
Fc1cccc(NC(=S)NCCCN2CCOCC2)c1	5	-6[fluorescence artefact?]	-5	-2	-1	-2	23	1	-1
Nc1cc(Cl)ccc1C(=O)OCC(=O)NC(=O)NCc1ccccc1	10	-7	1	-12	0	-2	14	-6	3
O=C(O)/C=C\C(=O)Nc1ccccc1C#Cc1ccccc1	21	8	-27	-24	0	1	18	-6	2
O=C(Nc1nc2ccccc2n1CCOc1ccccc1)c1ccco1	-7	-11	-4	-168	1	-3	-3	-12	3
CC(C)c1ccc(-c2nnc(N)s2)cc1	12	-18	-5	-10	12*	0	17	-1	5
CCCSc1ccc2nc(NC(=O)OC)[nH]c2c1	14	-7	-4	-6	8	-1	23	·	-4
Cc1ccc(S(=O)(=O)NC(=O)N2CCCC(C)(C)C2)cc1	5	-1	-2	-4	-2	0	17	3	-1
CS(=O)(=O)c1ccc2nc(NC(=O)CN3CCN(Cc4ccccc4)CC3)sc2c1	2	-12	3	-10	4	2	16	2	1
CCSc1ncnc2c1sc1nc(-c3ccco3)c3c(c12)CC(C)(C)OC3	-12	-13	9	-4	-2	8	-16	-5	4
CCC(C)(C)NC(=O)C(c1cccc(OC)c1OC)N(CC(C)C)C(=O)CCC(=O)Nc1cc(C)on1 (centres undefined)	-4	-8	0	-21	1	-3	-3	0	2
CC1=C(C)/C(=N\OS(=O)(=O)c2ccc(C)cc2)C=CC1=O	5	-6	28	-11	-1	34	10	-3	6
NC(=O)N/N=C/CCc1ccccc1	7	-2	1	-3	2	-2	13	-7	11
CN(NC(=O)c1ccccc1)C1=NS(=O)(=O)c2ccccc21	-4	8	·	0	-5	·	6	-11	22
CCOc1ccc(N/N=C(/C#N)C(N)=O)cc1	0	11	-5	-15	2	-1	9	-6	-1
COc1ccc(Cc2noc(CN3CCN(Cc4csc(C)n4)CC3)n2)cc1OC	5	-2	1	·	6	2	5	0	4
O=C(COC(=O)C1CCN(C(=O)c2ccc(Cl)cc2)CC1)NC1CCS(=O)(=O)C1 (centres undefined)	1	-7	1	2	1	-1	10	-3	7
COc1ccc(NC(=O)c2ccccc2NC(=O)CSc2ccccc2)cc1	-2	5[fluorescence artefact?]	2	-9	-2	1	10	-10	3
O=C(NCc1cccc(C(F)(F)F)c1)c1cccc(S(=O)(=O)NCc2ccccc2)c1	-3	-14	5	-13	-3	-4	4	-9	-1
Cc1ccccc1Cn1nc(C)c(NC(=O)c2cc3n(n2)C(C(F)F)CC(C(F)F)N3)c1C (centres undefined)	5	-18	-2	-10	-2	2	22	6	3
CC1(c2nnc(-c3ccc(Cl)cc3)o2)CC(c2ccncc2)=NO1 (centres undefined)	-1	-2	-7	0	·	8	4	-4	16
COC(=O)C1=C(C)Nc2[nH]c(=S)[nH]c(=O)c2C1c1ccc(O)cc1 (centres undefined)	-6	1	23	-11	-2	26	9	1	-60
COc1ccc(OC)c([C@@H]2OCCC=C[C@H]2C)c1	2	9[fluorescence artefact?]	-2	-9	-2	0	12	1	-1
CC(=O)Nc1cccc(C(=O)NCC2(N3CCCCC3)CCCCC2)c1	11	52	3	-15	5	1	5	3	-3
O=C(CCSCc1ccc(Cl)cc1)NCc1cccnc1	-4	-10	-1	-12	-1	-2	9	4	-32
O=C(CCc1nc(-c2ccccc2F)no1)NCc1ccco1	-8	-2[fluorescence artefact?]	-1	-19	-3	0	9	5	1
COc1ccc(-n2c(N)c(C(=O)NCc3ccco3)c3nc4ccccc4nc32)cc1	4	6[fluorescence artefact?]	120*	-109	-1	51*	9	-10	69*
Carrying on:
SMILES	FXIa inh 1536	14-3-3 Bad PPI	Runt-SMMHC FRET	KLK5 inh	Wee1 stabilizer	Runt-CBFb FRET	FXIIa inh 1536	thrombin 1536	Hck-Nef inh
O=C(CCN1CCN(C(=O)c2ccco2)CC1)Nc1ccc(F)cc1	-2	1	-2	-12	-3	1	6	-4	0
O=C1C(=O)N(Cc2cccnc2)C(c2ccccn2)/C1=C(/O)c1ccc(F)cc1 (centres undefined)	9	2	-6	7	0	-2	11	10	4
Cc1cccc(C)c1NC(=S)NC(C)(C)CO	4	1	14	3	-1	37	11	-3	-4
O=C(NCc1ccco1)c1ccccc1NS(=O)(=O)c1ccc(Cl)s1	1	4[fluorescence artefact?]	3	-13	0	6	11	-5	0
Cc1ccc(N2CCN(/N=C/c3ccncc3)CC2)cc1	-5	-5	-4	-5	-3	-1	·	-8	-22
CCOc1ccccc1NC(=O)CSc1nnc2ccc(-c3ccncc3)nn12	-4	-15	0	-10	3	-1	3	2	16
O=S(=O)(NCc1ccccc1)c1cccc(S(=O)(=O)N2CCOCC2)c1	8	7	-4	5	3	3	9	-4	-2
CSc1ccccc1C(=O)Nc1ccccc1C(=O)N1CCCC1	-2	0	1	·	-3	1	2	-5	-4
CCOC(=O)c1cc2sc(C)cc2n1C(C)C(=O)OCC (centres undefined)	-1	-10	-1	-7	-1	-1	11	-3	0
Cc1nnc(NC(=O)CSc2nc3ccccc3[nH]2)s1	-10	-3	-2	-6	-1	2	2	-18	18
CNC(=O)CSc1nnc(-c2ccco2)n1-c1ccc(C)cc1	1	-4	6	-11	2	1	8	-2	-4
Cc1ccc(C(=O)N[C@H](C(=O)OCc2nnc(-c3ccccc3)o2)C(C)C)cc1	5	-4	-4	-5	3	-1	5	-5	5
CC(C)CN1CCNC(=O)C1CC(=O)N(C)CC1CCOCC1 (centres undefined)	-1	-13	-3	1	-2	0	7	-3	16
C=CCSc1nnc(-c2ccncc2)n1-c1ccc(OCC)cc1	0	8	3	-9	0	1	6	-2	7
N=c1sccn1CC(=O)Nc1ccccc1Sc1ccccc1	-5	4	2	1	-1	-1	5	-6	12
Cc1ccc(NC(=O)/C(C#N)=C/c2ccc(Sc3nc(C)cc(C)n3)o2)cc1	5	-8	-2	0	2	3	11	-3	4

Source: PubChem (several laboratories)
